Compound activity: PubChem BioAssay, The Scripps Research Institute Molecular Screening Center
OX1R antag-1 = OX1R (HCRTR1) antagonists, primary screen, fluorescence, CHO/OX1R cells, Fluo-8 calcium, orexin A. Orexin/Hypocretin receptor type 1 (Homo sapiens), O43613. 0.43% of 330,000 active. inhibition, % at 5 µM. AID 434989, 2010. Fluo-8 calcium fluorescence;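 active = inhibition above its plate's threshold, mean inhibition of all tested compounds on the plate plus 3 SD, cut at about 37% in these data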;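 also: 0% = orexin A challenge wells and 100% = SB-334867-A antagonist wells; not every result past the cut was called active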
Target sequence (O43613 whole entry, looked up): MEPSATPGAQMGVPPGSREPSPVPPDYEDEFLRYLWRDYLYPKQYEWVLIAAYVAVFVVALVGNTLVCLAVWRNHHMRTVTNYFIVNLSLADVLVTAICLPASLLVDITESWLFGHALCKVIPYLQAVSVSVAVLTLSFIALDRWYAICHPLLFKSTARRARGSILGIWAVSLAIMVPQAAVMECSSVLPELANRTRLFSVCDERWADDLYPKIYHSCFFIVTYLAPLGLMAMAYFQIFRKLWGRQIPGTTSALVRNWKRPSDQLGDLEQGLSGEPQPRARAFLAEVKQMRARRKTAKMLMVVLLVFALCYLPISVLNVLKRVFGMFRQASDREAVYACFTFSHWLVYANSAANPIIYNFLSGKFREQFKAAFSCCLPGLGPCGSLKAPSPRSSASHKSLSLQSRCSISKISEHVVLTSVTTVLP
OX1R antag-2 = antagonists of human orexin 1 receptor (OX1R) | Orexin/Hypocretin receptor type 1 (Homo sapiens), O43613 | inhibition, % at 6.6 µM | AID 485270, 2010 | 1.8% of 330,000 active | OX1R-expressing cells, FRET antagonist read-out; in the data active = inhibition mostly above about 38%, no sharp cut-off; inactive = mostly below about 40%;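 also: 0% = agonist challenge alone and 100% = reference antagonist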
Numbers without * were called inactive.

Each structure is followed by: OX1R antag-1	OX1R antag-2
COc1ccccc1CNC(=O)Cn1cccc1C(=O)c1ccccc1C
 : 2	25
O=C(COC(=O)c1cc[n+]([O-])cc1)Nc1ccc(F)c([N+](=O)[O-])c1
 : -16	31
COc1cc(OC)c(OC)cc1/C=N/NC(=S)NCCN1CCOCC1
 : -14	20
CC(=O)N1c2ccc(S(=O)(=O)N3CCCC3)cc2CC1C(=O)NCc1ccc(N(C)C)cc1 (stereo unspecified)
 : -31	11
CN1CCN(C(=O)c2ccc3c(c2)N(Cc2ccc(F)cc2)C(=O)c2ccccc2S3=O)CC1 (stereo unspecified)
 : -13	-1
COc1ccccc1NC(=O)c1ccc(CN2CCOCC2)cc1
 : -17	5
CCOC(=O)COc1ccccc1C(=O)c1cnn(-c2ccccc2)c1
 : -36	3
COCc1cc(C)nc(SCC(=O)Nc2nc(C)cs2)c1C#N
 : -6	22
COc1ccc(NC(=O)c2ccc3c(c2)C(=O)N(Cc2cccnc2)C3=O)c(OC)c1
 : -29	25
CS(=O)(=O)N1CCC(C(=O)NCc2ccco2)CC1
 : 12	23
Cc1cc(OC(=O)c2cc(Cl)nc3ccccc23)ccc1Cl
 : -34	4
CC(C)C[C@H](NC(=O)[C@@H](O)[C@H](N)Cc1ccccc1)C(=O)O
 : -14	23
Cc1ccc(NC(=O)c2ccccc2)cc1-n1cnnn1
 : -1	10
O=C(NN=C1CCCCCCC1)c1ccccn1
 : -16	3
Cc1cccc(Nc2ncnc3ccccc23)c1
 : -11	29
NS(=O)(=O)c1ccc(CCNC(=O)c2cc(-c3ccc(Br)cc3)nc3ccccc23)cc1
 : -18	27
COc1ccc(C(=O)NCCCNC(=O)c2ccco2)cc1OC
 : -2	7
COc1ccc(NC(=O)COc2ccc(/C=N/O)cc2OC)cc1
 : -9	17
Cc1cc(OCC(=O)Nc2cnn(CCCC(=O)O)c2)ccc1[N+](=O)[O-]
 : -6	31
CC(C)=CCOc1ccc([C@@H]2COc3c(ccc4c3C=CC(C)(C)O4)C2)c(O)c1
 : 8	21
CCOC(=O)CN1C(=N)N(c2nc(NC(C)C)nc(NC(C)C)n2)CC1=O
 : -8	8
O=S(=O)(c1cc(Cl)ccc1Cl)N1CCCC1
 : -27	22
Cc1ccc(S(=O)(=O)N2CCOCC2)cc1C(=O)NC1CCSc2ccccc21 (stereo unspecified)
 : -25	24
CC(CC(=O)O)CC(=O)NNC(=O)c1cccc(Br)c1 (stereo unspecified)
 : -3	16
Cc1ccc(OCCSc2nnc(C)c(=O)n2N)cc1
 : -9	17
COC(=O)CCCC1=CC2=C(c3ccccc3)C(=O)C(C)(OC(=O)C3CCCC3)C(=O)C2=CN1C(CO)CO (stereo unspecified)
 : -4	28
CN(C)S(=O)(=O)c1cccc(NC(=O)c2cc3c(cc2Cl)N2CCCCCC2=NS3(=O)=O)c1
 : -32	17
CC(=O)Nc1ccc(SCCN2CC[C@@H](C)CCC2=O)cc1
 : -15	5
C=CC[C@@H](CC(=O)N[C@H](CO)Cc1ccccc1)C(=O)N[C@H](COC(=O)[C@@H](CC=C)Cc1ccc(F)cc1)C(C)(C)C
 : -14	-3
CCOC(=O)C1C(C(=O)OC)=C(C2=CCCCC2)c2ccccc2N1S(=O)(=O)C(F)(F)F (stereo unspecified)
 : -11	12
Cc1ccc(/C=N/NC(=S)Nc2cccc(S(=O)(=O)N(C)C)c2)o1
 : -15	13
O=C(NCC(c1ccco1)N1CCCCC1)c1ccc(S(=O)(=O)Nc2ccccc2)cc1 (stereo unspecified)
 : -11	9
O=C(CCS(=O)(=O)c1ccc2c(c1)NC(=O)CO2)NCCc1ccccc1
 : -12	9
CC(=O)c1c(O)c2ccccc2n(C)c1=O
 : -6	19
O=S(=O)(NCCSc1nnnn1-c1ccccc1)c1cccs1
 : -8	29
COCc1cc(=O)[nH]c2cc(NC(=O)C(F)(F)F)c(C)cc12
 : -7	7
CC(=O)Nc1ccc(S(=O)(=O)Nc2cc3c(cc2C(C)=O)OCO3)cc1
 : -5	6
Cc1sc2ncnc(N3CCC(C(=O)NNC(=O)COc4ccccc4F)CC3)c2c1C
 : -21	16
O=C(CN1CCOc2ccccc21)NC1CC1
 : -11	13
COc1cccc(-c2nnc(SCC(=O)N3CCOCC3)o2)c1
 : -16	6

As a short view, part of the list above:
Each structure is followed by: OX1R antag-1	OX1R antag-2
COCc1cc(C)nc(SCC(=O)Nc2nc(C)cs2)c1C#N
 : -6	22
COc1ccc(NC(=O)c2ccc3c(c2)C(=O)N(Cc2cccnc2)C3=O)c(OC)c1
 : -29	25
CS(=O)(=O)N1CCC(C(=O)NCc2ccco2)CC1
 : 12	23

Further entries:
Each structure is followed by: OX1R antag-1	OX1R antag-2
COCCSc1ccccc1C(=O)Nc1cccnc1
 : -5	5
O=C(CNC(=O)c1ccc(OC(F)F)cc1)NCC1(N2CCOCC2)CCCCC1
 : -18	8
Clc1ccccc1-c1ccc(/C=N/Nc2nncc(-c3ccccc3)n2)o1
 : -21	6
Cc1cccc2c(CC(=O)O)noc12
 : -12	19
CCN(CC)C(=O)C1CCN(S(=O)(=O)c2ccc(C3CNC(=O)C3)cc2)CC1 (stereo unspecified)
 : -8	0
O=C(CCCCCn1c(=S)[nH]c2ccc(N3CCOCC3)cc2c1=O)NCc1ccc(Cl)cc1
 : -25	12
Cc1ccc(S(=O)(=O)N(C)C)cc1NC(=O)COC(=O)CC1CCCC1
 : -15	10
CCOC(=O)c1sc(N)c(C(N)=O)c1C
 : -25	20
CC(Oc1ccc(Cl)cc1Cl)C(=O)NC1CCSC1=O (stereo unspecified)
 : -18	7
Nc1cccc(C(=O)OCC(=O)NC2CCCc3ccccc32)c1 (stereo unspecified)
 : -25	6
COc1cccc(OCCn2cc(/C=N/NC(=O)c3ccncc3)c3ccccc32)c1
 : 0	13
CCOC(=O)c1c(C)nc2c(c1-c1ccccc1)C(=O)CCC2
 : -10	12
Cc1cccc(OC(C)C(=O)OCC(=O)N2CCN(c3ccccc3)CC2)c1 (stereo unspecified)
 : -7	5
CN(CC(=O)Nc1cccnc1)S(=O)(=O)c1ccc(Br)cc1
 : -4	7
COc1ccc(CCC(=O)NNC(=O)Nc2ccc(C(C)=O)cc2)cc1
 : -10	8
CCN(CC)S(=O)(=O)c1ccc(S(=O)(=O)Nc2ccc3c(c2)oc2ccccc23)cc1
 : -1	12
CN(CC(=O)Nc1ccccc1C(=O)NC1CC1)Cc1ccc(Cl)cc1
 : -18	2
CC(/C=C/c1ccco1)=N\NC(=O)COc1ccc(C)c(C)c1
 : -12	-15
COc1ccc(Cl)cc1NC(=O)NCCN1CCCCC1
 : -23	4
O=C(CCl)NCc1cc(-c2ccc(Cl)cc2)no1
 : -11	6

Filtered by structure, the compounds so far containing a CF3 group (2)
Each structure is followed by: OX1R antag-1	OX1R antag-2
CCOC(=O)C1C(C(=O)OC)=C(C2=CCCCC2)c2ccccc2N1S(=O)(=O)C(F)(F)F (stereo unspecified)
 : -11	12
COCc1cc(=O)[nH]c2cc(NC(=O)C(F)(F)F)c(C)cc12
 : -7	7

Sorted by count of non-hydrogen atoms (ascending): 6 of the compounds above
Each structure is followed by: OX1R antag-1	OX1R antag-2
O=C(CCl)NCc1cc(-c2ccc(Cl)cc2)no1
 : -11	6
CC(Oc1ccc(Cl)cc1Cl)C(=O)NC1CCSC1=O (stereo unspecified)
 : -18	7
COc1ccc(Cl)cc1NC(=O)NCCN1CCCCC1
 : -23	4
Cc1cccc(OC(C)C(=O)OCC(=O)N2CCN(c3ccccc3)CC2)c1 (stereo unspecified)
 : -7	5
CCN(CC)S(=O)(=O)c1ccc(S(=O)(=O)Nc2ccc3c(c2)oc2ccccc23)cc1
 : -1	12
O=C(CCCCCn1c(=S)[nH]c2ccc(N3CCOCC3)cc2c1=O)NCc1ccc(Cl)cc1
 : -25	12

Going on with the list:
Each structure is followed by: OX1R antag-1	OX1R antag-2
Fc1ccc(C2=CC(c3ccco3)n3ncnc3N2)cc1 (stereo unspecified)
 : -10	18
O=C(CN1CCCCC1)Nc1c2c(nc3ccccc13)N(c1ccccc1)CC2
 : -28	10
CC(C)C(=O)Nc1ncc(Cc2ccc(Cl)cc2)s1
 : -2	26
COc1ccc(CNC(=O)Nc2cc(C)cc(C)c2)cc1
 : -4	3
Cc1ccc2c(c1)-c1c(ssc1=S)C(C)(C)N2C(=O)CSc1nncn1C
 : -19	27
O=C(CNC(=O)c1ccc(S(=O)(=O)N2CCCCC2)cc1)N/N=C/c1ccco1
 : 9	9
COc1cccc(C2C(C#N)=C(N)Oc3cc(N)ccc32)c1OC (stereo unspecified)
 : 12	4
COc1ccc2oc3cc(C)[n+]([O-])c(-c4ccc(C)cc4)c3c2c1
 : -21	-5
O=C(O)CSc1nnc(COc2cccc3ccccc23)o1
 : -22	10
COc1cc2cc(-c3ccc(OC)c(OC)c3C)nc(N)c2cc1OC
 : -41	13
O=C(NCCc1ccc2c(c1)OCCO2)c1cccc(F)c1
 : -8	8
CCCC(C(=O)NCc1ccc(OC)cc1)N(Cc1ccco1)C(=O)c1snc(C(N)=O)c1N (stereo unspecified)
 : -40	15
CCOc1nc(-c2ccc(Cl)cc2Cl)ccc1C#N
 : -43	15
Cc1ccc(NC(NC(=O)c2ccccn2)C(Cl)(Cl)Cl)cc1 (stereo unspecified)
 : -6	13
Cn1cc(CCC(=O)N2CCCC(CCC(=O)NCc3ccccc3F)C2)cn1 (stereo unspecified)
 : -17	12
Cc1ccc(OCCCC(=O)Nc2nncs2)cc1
 : -9	7
Nc1nn2cc(-c3ccc(Br)cc3)nc2c2ccccc12
 : -13	56
CC1(C)CC2CC(C)(CN2C(=O)COC(=O)c2ccc(Cl)c(N)c2)C1 (stereo unspecified)
 : -15	4
Cc1cc(=O)oc2cc(OCC(=O)NC3CCN(Cc4ccccc4)CC3)ccc12
 : -9	23
Cc1ccc(-c2nnc(Nc3ccc4c(c3)nc(C)n4C)c3ccccc23)cc1
 : -29	29

The list goes on:
mol	OX1R antag-1	OX1R antag-2
O=CN1c2ccccc2CSc2ccccc21	2	11
CCN(CC)Cc1cc(C(C)=O)ccc1OCC(C)C	-6	12
CCN1N=C(c2ccccc2)Cn2c1nc1ccccc12	-26	18
FC(F)(F)c1cccc(NC(=S)NNC(=S)Nc2ccc(Cl)cc2)c1	-20	4
CCc1ccc(NC(=O)C2CCN(S(C)(=O)=O)CC2)cc1	-4	15
CNC(=O)c1ccc(=O)n(Cc2cccc(C(F)(F)F)c2)c1	-13	15
O=C(COc1ccc(-c2ccccc2)cc1)N1CCCC1	-5	21
CCOc1c(OC)cccc1C1CC(=O)Nc2cc(OC)c(OC)cc21 (stereo unspecified)	-15	8
Cn1c(=O)cc(C(=O)N/N=C/c2ccc(F)cc2)[nH]c1=O	-22	10
N#C/C(=C\c1cccc(OCC(=O)O)c1)c1nc2ccccc2[nH]1	-8	12
CCOC(=O)n1c(=O)n(Cc2cccc(C)c2)c2ccccc21	-33	10
O=C1CSc2ccc(C(=O)Nc3cccc(S(=O)(=O)Nc4ccc(Br)cc4)c3)cc2N1	-3	15
O=C(CCCc1c[nH]c2ccccc12)Nc1ccc2ccccc2c1	3	59
CC1(C)CC(=O)C=C(NCCN2CCN(C(=O)Nc3ccc(Cl)c(Cl)c3)CC2)C1	1	14
CC1(C(=O)OCC(=O)Nc2nc(-c3ccc(F)c(F)c3)cs2)CC1(Cl)Cl (stereo unspecified)	28	32
O=c1c2c3c(sc2nc2sc(CN4CCCCC4)cn12)CCCC3	-15	-5
CCOC(=O)c1cc(-c2ccccc2)n(CCC(=O)N2CCN(c3ccccc3OC)CC2)c1C	18	34
COc1cc(/C=N/NC(=O)c2cnn3c(C)cc(-c4ccccc4)nc23)ccc1O	-12	41
CC(C)OC(=O)CSc1nnc(-c2ccccc2)n1N	-11	12
O=C(CC1CCCCC1)NCC1CCCO1 (stereo unspecified)	-13	20
CCOC(=O)C1=C(C)NC(=O)NC1c1ccc([N+](=O)[O-])o1 (stereo unspecified)	-6	20
O=C(O)c1cccc([N+](=O)[O-])c1C(=O)Nc1nc2ccccc2s1	-6	4
Cn1c(CNC(=O)c2cccs2)nnc1SCC(=O)Nc1ccc(Cl)cc1	-13	2
CCN1CCN(C(=S)Nc2cccc(C(F)(F)F)c2)CC1	-1	14
CCc1ccccc1NC(=O)C1=CC(c2cccs2)=NS(=O)(=O)N1C	-22	15
C=CCN1/C(=C(\C#N)C2=NS(=O)(=O)c3ccccc32)N(C)c2ccccc21	-19	19
O=S(=O)(c1cnc(Cl)c(Br)c1)N1CCCCCC1	-23	10
CSc1nc2[nH]ncc2c(=O)n1-c1ccccc1	-21	10
CC#CCN1c2ccccc2[C@]23C[C@@H](C(=O)OC)N(C(=O)c4ccc(Br)cc4)C2=NC(C(=O)OC)=C(C(=O)OC)[C@H]13	-21	4
C=CCn1c(=O)c2c(nc3n2CCCN3Cc2ccccc2)n(C)c1=O	-17	18
COc1ccc(-c2csc(NC(=O)c3nc(-c4ccccc4)oc3C)n2)cc1	-23	32
CC1CCCCN1C(=O)CCS(=O)(=O)Cc1ccccc1 (stereo unspecified)	-11	19
CN(Cc1ccc(F)cc1)C(=O)c1ccc(NC(=O)CC2SC(N3CCCC3)=NC2=O)cc1 (stereo unspecified)	-22	6
CC(NC(=S)Nc1c(Br)cccc1OC(F)F)C(C)(C)C (stereo unspecified)	-7	27
Cn1c(=O)c2c(ncn2CC(=O)OCC(=O)Nc2ccccc2)n(C)c1=O	-5	2
Cc1cc(C(=O)NCCN2CCN(c3cccc(Cl)c3)CC2)n(-c2ccccc2)n1	-33	16
O=C(N/N=C/c1sc2ccccc2c1O)c1cccc2ccccc12	-1	20
